# p97 inhibitor: inhibitors of human p97 ATPase, primary screen, biochemical | recombinant p97 ATPase, Kinase-Glo ATP luminescence, 3 h | inhibition, % at 8 µM | 0.42% of 220,000 active | AID 1481, 2009; in the data active = inhibition above about 15%;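 note: 0% = DMSO vehicle and 100% = wells lacking enzyme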
# Furin inhibitor: human furin inhibitors, primary screen, biochemical, fluorescence intensity; P09958; purified furin, fluorogenic substrate cleavage; inhibition, % at 30 µM; 0.061% of 220,000 active; in the data active = inhibition above about 25%; note: inactives centre near -15
# FXIa inh 1536: human FXIa protease inhibitors, primary screen, biochemical, 1536-well. Coagulation factor XI (Homo sapiens), P03951. purified FXIa, Boc-Glu-Ala-Arg-AMC fluorogenic substrate. inhibition, % at 5 µM. 0.14% of 220,000 active. AID 798, 2007;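 active = inhibition of at least 40%; inactive = inhibition below 40%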;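 note: fluorescence of freed AMC excited at 355 nm; 0% = enzyme without compound and 100% = no enzyme blank; many of its hits are not listed in these tables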
# Target sequence (P03951 19-387 limits assumed): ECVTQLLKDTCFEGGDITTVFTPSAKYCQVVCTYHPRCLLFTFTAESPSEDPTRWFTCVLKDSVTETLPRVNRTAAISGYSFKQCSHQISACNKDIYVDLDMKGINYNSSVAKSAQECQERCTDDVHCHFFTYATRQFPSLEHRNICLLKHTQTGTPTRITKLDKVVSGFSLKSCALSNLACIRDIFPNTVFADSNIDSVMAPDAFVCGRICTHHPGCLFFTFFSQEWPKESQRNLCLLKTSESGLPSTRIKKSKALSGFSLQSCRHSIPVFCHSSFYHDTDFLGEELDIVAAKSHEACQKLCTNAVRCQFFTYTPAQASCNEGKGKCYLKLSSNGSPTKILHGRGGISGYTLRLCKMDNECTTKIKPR
# Target sequence (P03951 388-625 limits assumed): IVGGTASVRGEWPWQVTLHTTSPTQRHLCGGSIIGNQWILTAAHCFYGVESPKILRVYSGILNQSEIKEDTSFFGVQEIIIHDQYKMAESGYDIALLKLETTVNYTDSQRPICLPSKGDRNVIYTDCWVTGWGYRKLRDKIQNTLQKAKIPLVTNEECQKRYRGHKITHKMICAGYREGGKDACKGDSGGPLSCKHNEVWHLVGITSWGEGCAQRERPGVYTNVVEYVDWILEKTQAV
# PERK inhibitor: block of dimerizer-induced PERK translation repression, primary screen, PERK inhibitor project, CHO PERK-DD cells, SEAP luminescence, HTS; Eukaryotic translation initiation factor 2-alpha kinase 3 (Homo sapiens), Q9NZJ5; CHO PERK-DD fusion, SEAP luminescence translation reporter; inhibition, % at 5.6 µM; 0.17% of 220,000 active; AID 1416, 2008;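 active = inhibition above the mean inhibition of all tested compounds plus 3 SD, set separately per screening campaign, cut at about 2.9% in these data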;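 note: PERK kinase domain activated by AP20187 dimerizer at 100 nM; 0% = DMSO with dimerizer and 100% = rapamycin at 8.4 µM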
# Cl transport mod: KCC2 cotransporter modulators, thallium flux, primary screen, cell-based, HEK293 KCC2, FluoZin-2 fluorescence, MLSMR. Solute carrier family 12 member 5 (Homo sapiens), Q9H2X9. KCC2 cells, thallium flux FluoZin-2 fluorescence. B-score of Tl+ flux slope (higher = more flux/activation; lower = inhibition) at 10 µM. 2.2% of 190,000 active. AID 1456, 2008;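 active = thallium flux slope and its plate-corrected score both differing from the plate sample mean at a set confidence after two filtering rounds, in either direction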;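 note: slope of fluorescence scaled to starting intensity during 10 to 20 s after thallium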
# FXIIa inh: human FXIIa protease inhibitors, primary screen, biochemical, 1536-well | Coagulation factor XII (Homo sapiens), P00748 | purified FXIIa, Boc-QGR-AMC fluorogenic substrate, 2 h | inhibition, % at 5 µM | 0.3% of 220,000 active | AID 800, 2007; in the data active = inhibition above about 40%;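 note: 0% = enzyme with no compound and 100% = blank without enzyme; many of its hits are not listed in these tables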
# Wee1 stabilizer: Wee1 degradation inhibitors, primary screen, cell-based, HeLa, Wee1K328M-luciferase, luminescence. Wee1-like protein kinase (Homo sapiens), P30291. HeLa Luc-Wee1K328M stability; 100% = proteasome inhibitor MG132 effect. reporter increase, % at 5 µM. 1.2% of 220,000 active. AID 1321, 2008;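 active = activation above the mean of all tested compounds plus 3 SD, set per screening run, cut at about 8.8% in these data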;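 note: cells exposed to compound for 20 h before luminescence read; 0% = DMSO alone and 100% = MG132 at 30 µM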
# hK5 inh: human KLK5 protease inhibitors, primary screen, biochemical, 1536-well. Kallikrein-5 (Homo sapiens), Q9Y337. recombinant hK5, fluorogenic AMC substrate cleavage. inhibition, % at 5 µM. 0.59% of 210,000 active;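 active = inhibition of 40% or more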;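 note: 0% = enzyme controls without compound and 100% = no-enzyme blanks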
# Target sequence (Q9Y337 67-293 limits assumed): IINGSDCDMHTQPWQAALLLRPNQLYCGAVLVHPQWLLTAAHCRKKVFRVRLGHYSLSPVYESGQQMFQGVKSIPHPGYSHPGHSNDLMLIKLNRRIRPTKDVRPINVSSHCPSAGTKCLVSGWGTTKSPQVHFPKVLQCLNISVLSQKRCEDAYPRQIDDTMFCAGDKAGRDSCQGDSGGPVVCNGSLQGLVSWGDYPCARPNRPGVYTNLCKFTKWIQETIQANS
# Thrombin inh: human alpha-thrombin inhibitors, primary screen, counter-screen for coagulation protease inhibitor project, biochemical, 1536-well, fluorogenic AMC substrate. AID 1046, 2008. inhibition, % at 5 µM. 0.26% of 220,000 active. Boc-VPR-AMC fluorogenic substrate cleavage;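 active = inhibition at or above 40%; inactive = inhibition below 40%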;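 note: 0% = enzyme with no compound and 100% = wells without enzyme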
#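 System – human alpha-thrombin · Medium – pH 7.5 Tris (50 mM) with NaCl 150 mM, Tween 20 0.05% · Compound – single-point dosing at 5 µM, 0.2% DMSO · Incubation – enzyme reaction carried out at room temperature · Technique – fluorescence of released AMC, ex 355 nm, em 460 nm · Read-out basis – % inhibition of thrombin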
# * marks the source's active call; other numbers are inactive results; . = no result given; [ ] = another dose, or the depositor's remark.
SMILES,p97 inhibitor,Furin inhibitor,FXIa inh 1536,PERK inhibitor,Cl transport mod,FXIIa inh,Wee1 stabilizer,hK5 inh,Thrombin inh
CCc1nnc(NC(=O)CSc2ccc(-c3ccc(C)cc3)nn2)s1,3,-17,0,1.5,2.5,7,-1,-1,6
CN(C)S(=O)(=O)Oc1ccsc1C(=O)Nc1ccc(Cl)c(Cl)c1,-2,-16[20 µM],13,0.0,-0.65,42*,1,3,-2
CC(C)CCN1C(=O)c2ccc(C(=O)OCn3nnc4ccccc4c3=O)cc2C1=O,-4,-19,1,-0.1,.,21,5,-8,4
CCOc1ncccc1C(=O)N(C)CC(=O)Nc1ccccc1SC,5,-8,4,-0.1,1,13,-2,-3,-10
O=C1C2CC=C(Cl)CC2C(=O)N1c1ncn[nH]1 (stereo not drawn),7,2[20 µM],-4,1.2,1.4,4,1,-2,-6
O=C(NCCC1=CCCCC1)c1ccc(F)c(S(=O)(=O)N2CCOCC2)c1,2,-20,-3,2.8,1.1,10,-4,4,-3
COc1ccc(CN2CCNC(=O)C2CC(=O)NCCc2nc(C)c(C)s2)c(OC)c1 (stereo not drawn),5,-21,1,1.1,-0.21,5,-3,1,-6
Cc1ccc(C)c(NC(=S)N(C2CCCCC2)C(C)c2cccnc2)c1 (stereo not drawn),-2,1,-2,0.8,0.91,8,1,-2,-2
COC(=O)c1ccc(C)c(NC(=O)CN(c2ccccc2)S(=O)(=O)N(C)C)c1,-4,-11,27,0.0,-1.5,23,6,16,31
CCOCCOC(=O)C(C)Oc1ccc(Oc2nc(Cl)ccc2Cl)cc1 (stereo not drawn),-5,-22,-6,0.4,-0.8,5,2,-4,11
COc1ccc(/C=C(\C#N)C(=O)c2c(C)[nH]c3ccccc23)cc1OC,4,-1,17,-0.2,-2.1,12,-1,-2,1
COc1ccc(NC(=O)CSc2c3c(nc4ccccc24)CCC3)c(OC)c1,-1,-28,-5,-0.9,-1,7,-2,-12,-1
CC(=O)N[C@@H](C)C(=O)OC(C)C(=O)Nc1cccc([N+](=O)[O-])c1 (stereo partly drawn),4,-22,1,0.6,0.37,0,5,0,-3
O=C(C1=C(O)C(=O)N(c2ncccn2)C1c1ccc(Cl)cc1)c1ccco1 (stereo not drawn),4,2[20 µM],2,1.6,.,10,1,-4,21
O=C(CCn1c(SCC(=O)c2ccccc2)nc2ccccc2c1=O)NCc1ccc(F)cc1,3,-17[20 µM],18,0.0,-0.97,20,2,-2,-1
c1ccc(-c2cn3c(n2)CCC3)cc1,4,-10[20 µM],-2,0.4,0.85,0,0,-15,-6
O=C(NCC1COc2ccccc2O1)c1ccc(NC(=O)c2ccco2)cc1 (stereo not drawn),-8,-5[20 µM],-5,-0.7,0.11,-8,1,-5,-12
Cc1occc1-c1nnc(SCC(=O)N2CCOCC2)n1CC(C)C,5,-8[20 µM],3,0.5,.,4,-1,-6,-7
Nn1cnnc1SCC(=O)Nc1ccc(C2CCCCC2)cc1,5,-14,0,0.9,0.71,3,3,6,10
N#CC1=C(N)Nc2ncnn2C1c1ccc(F)cc1 (stereo not drawn),2,-13,2,1.4,-0.015,9,0,-10,-3
COc1ccc(NC(=O)c2ccc(NC(=O)COC(=O)CC(NC(=O)c3ccccc3Cl)c3ccccc3)cc2)cc1 (stereo not drawn),-1,-24,-9,-0.4,1.8,0,2,-10,-6
Cc1ccccc1OCC(=O)N/N=C/c1cccc(Oc2ccc([N+](=O)[O-])cc2[N+](=O)[O-])c1,3,-14,-1,0.6,-0.96,5,-1,-5,-4
O=C(Nc1ccc2c(c1)OCO2)Nc1ccccn1,4,-12,-3,0.9,-0.78,5,0,0,-7
O=C(CNC(=O)c1ccc(-c2ccccc2)cc1)Nc1ccc(S(=O)(=O)Nc2ncccn2)cc1,9,-12,0,1.6,.,3,-1,0,1
CC(=O)C1=C(O)C(=O)N(c2ccc(O)cc2)C1c1ccc([N+](=O)[O-])cc1 (stereo not drawn),6,-8,-1,0.7,0.13,5,9.3*,1,-1
CCOC(=O)c1sc(/N=C/N(C)C)c(C(=O)OCC)c1C,-2,-8,-5,0.1,0.015,-5,0,3,-1
COc1ccc(C(CCNCc2ccc(N(C)C)cc2)C(C)C)cc1 (stereo not drawn),-3,-13,5,-0.1,0.12,13,4,0,5
CC1CCC(C(C)C)C(OC(=O)CSc2nccc(=O)[nH]2)C1 (stereo not drawn),-1,-22[20 µM],-3,0.5,-0.5,22,-1,-18,4
O=S(=O)(NCC1CCCO1)c1ccc2c(c1)OCCO2 (stereo not drawn),6,10[20 µM],3,1.6,-0.09,3,0,7,-3
Cc1nc2ccc(S(=O)(=O)Nc3ccccc3C)cc2s1,6,-12,-6,0.5,0.21,-2,-2,-2,-7

# Structural class: the entries above containing an NH in an aromatic ring.
SMILES,p97 inhibitor,Furin inhibitor,FXIa inh 1536,PERK inhibitor,Cl transport mod,FXIIa inh,Wee1 stabilizer,hK5 inh,Thrombin inh
O=C1C2CC=C(Cl)CC2C(=O)N1c1ncn[nH]1 (stereo not drawn),7,2[20 µM],-4,1.2,1.4,4,1,-2,-6
COc1ccc(/C=C(\C#N)C(=O)c2c(C)[nH]c3ccccc23)cc1OC,4,-1,17,-0.2,-2.1,12,-1,-2,1
CC1CCC(C(C)C)C(OC(=O)CSc2nccc(=O)[nH]2)C1 (stereo not drawn),-1,-22[20 µM],-3,0.5,-0.5,22,-1,-18,4

# The main list resumes, repeating the two entries before the break.
SMILES,p97 inhibitor,Furin inhibitor,FXIa inh 1536,PERK inhibitor,Cl transport mod,FXIIa inh,Wee1 stabilizer,hK5 inh,Thrombin inh
O=S(=O)(NCC1CCCO1)c1ccc2c(c1)OCCO2 (stereo not drawn),6,10[20 µM],3,1.6,-0.09,3,0,7,-3
Cc1nc2ccc(S(=O)(=O)Nc3ccccc3C)cc2s1,6,-12,-6,0.5,0.21,-2,-2,-2,-7
COc1ccc(CC(=O)NCc2cccs2)cc1,-2,-17[20 µM],-2,0.6,1.5,0,-2,1,-6
Cc1ccc(SCc2c(-c3ccccc3)nn(C)c2Cl)cc1,-2,-18[20 µM],7,-0.2,-0.79,17,1,-11,1
CC(C)c1nc(SCC(=O)Nc2ccc(N3CCOCC3)cc2)c2ccccc2n1,0,12[20 µM],0,-1.6,0.98,8,6,-7,-3
COC(=O)N/N=C/c1cc(C)n(-c2ccc(F)cc2)c1C,6,-38,-1,0.7,0.32,13,5,-4,8
N#Cc1c(N)oc(-c2cccs2)c1-c1cccs1,5,-12[20 µM],-9,0.4,0.24,11,-2,-7,4
CN(C)c1nc(N)nc(CSc2ncc(Cl)cc2Cl)n1,-10,-22,-7,-0.5,.,-13,0,-9,-12
O=C(Nc1cccc(C(F)(F)F)c1)n1cc(-c2ccccn2)c(N2CCOCC2)n1,-1,-25,3,0.0,0.61,3,0,-1,-4
N#CCCN1CCN(S(=O)(=O)c2ccc(S(=O)(=O)N3CCOCC3)cc2)CC1,0,-10,5,2.8,-0.2,8,2,-1,0
CN(CCc1ccccn1)c1ncnc2[nH]ncc12,-5,-14[20 µM],-14,0.7,-0.3,-4,-2,-21,39
COc1ccc(N2CC(NC(=O)N(C)CCC#N)CC2=O)cc1 (stereo not drawn),4,-39,4,0.2,1.8,1,0,2,1
CCn1c(CNc2cccc(C(F)(F)F)c2)n[nH]c1=S,4,-20,-2,0.6,-1.5,9,0,0,-7
CC1CN(C)C(C)CC1NCc1ccc2c(c1)OCO2 (stereo not drawn),-10,-6,7,0.4,0.74,8,-2,2,-2
Cn1c(=O)c(Sc2ccccc2)c(O)c2ccccc21,8,-9,0,1.5,0.0098,3,-1,-2,-7
CC(Oc1ccc(F)cc1F)C(=O)/C=C/N(C)C (stereo not drawn),-2,5[20 µM],5,-0.1,1.1,9,-1,-2,-3
Fc1ccc(Nc2nc(NCc3ccco3)c3ccccc3n2)cc1,27*,-15,-3,0.9,-0.45,1,7,-6,-14
c1n[nH]c(SCCCCSc2ncn[nH]2)n1,1,-20[20 µM],4,2.6,.,11,-1,3,5
Cc1ccc(N/N=C(\C#N)C(=N)N2CCCCC2)cc1,3,-8,-9,-0.3,-0.75,0,2,1,-8
O=C(CSc1ccc2ccccc2n1)c1ccccc1,3,-11,-1,0.8,-0.91,4,3,1,-5
Cc1cc(Cl)c(S(=O)(=O)NCc2cccnc2)cc1OCC(=O)NC1CCCCC1,0,-18[20 µM],3,0.5,1.4,13,-2,-1,3
COc1ccc(C2c3c(ccc4ccccc34)Oc3ncn4nc(-c5ccco5)nc4c32)cc1 (stereo not drawn),4,-12,-5,0.5,-1.6,-3,6,-5,-5
COc1ccc2[nH]c3ccc(OC)cc3c2c1,4,-26,3,-0.1,0.091,12,1,-26,-2
C#CCCCCCCC#CCN(C)C,-3,-26,-5,0.8,0.39,3,-2,-12,-3
COc1ccc(C(=O)C2CCCN(C(=O)/C=C/c3ccccn3)C2)c(C)c1 (stereo not drawn),0,-17,-3,-0.2,-1.4,7,1,-2,-5
Cc1ccccc1-c1n[nH]c(=S)n1/N=C/C=C/c1ccco1,8,-2,0,-0.1,1.2,1,2,0,-12
C=C(C)CSc1nc2ccccc2[nH]1,7,-35,7,1.3,-0.049,9,0,-6,2
CCc1nnc(NC(=O)CSc2nnc(C3CCCCC3)n2-c2ccccc2)s1,-2,-16,5,-0.9,-0.11,10,-1,-10,-4
CCOC(=O)c1cc(-c2ccccc2)sc1NC(=O)c1ccc(OC)cc1,3,-25,-13,1.0,0.75,-5,-1,-18,0
CCOc1ccc(NC(=O)CCNS(=O)(=O)c2ccc3c(c2)c(=O)n(C)c(=O)n3C)cc1,3,-10,-3,0.9,-0.64,19,2,-1,-3
COc1ccc(CC(=O)Nc2ccc(-c3noc(COc4ccccc4C)n3)cc2)cc1,-2,-11,5,-0.3,-0.011,10,-3,16,8
N=c1c2ccccc2nnn1-c1cccc(C(F)(F)F)c1,5,-21,-5,0.9,-0.91,2,4,-8,3
CCS(=O)(=O)N1CCC(C(=O)Nc2cccc(C(C)=O)c2)CC1,-4,-4[20 µM],4,-0.7,.,10,0,15,-2
CCO[C@@H]1OC(C(=O)N2CCN(Cc3ccccc3)CC2)=C[C@H](C)[C@H]1CCCO,8,-20,1,0.7,-1,6,0,1,0
Cc1nc2c(C#N)c[nH]n2c(=O)c1Cc1ccccc1,4,-18[20 µM],-5,1.6,.,-11,3,-1,-4
O=C(Cn1c2ccccc2c(=O)c2ccccc21)N/N=C/c1cc([N+](=O)[O-])ccc1N1CCCCCC1,3,-14[20 µM],0,0.9,.,11,0,-121,3
Cc1cc(OCc2nc(-c3cccnc3)no2)c(C)cc1Br,0,-9[20 µM],5,0.6,1.2,12,-2,1,1
O=C(C1=C[C@H](C2CC2)C[C@H](OCc2ccc(CO)cc2)O1)N1CCN(Cc2ccccc2)CC1,-4,-24,1,0.3,1.1,14,3,2,-3
O=c1c(C(c2ccc(O)cc2)c2c(O)nc3n(c2=O)CCCS3)c(O)nc2n1CCCS2,1,-25[20 µM],-13,0.4,-2,-3,-4,-10,-17
